West Nile virus CPE – West Nile virus antiviral activity, cell-based, CPE readout (AID 1621); West Nile virus-infected cells, CPE inhibition; higher % means a stronger effect; 290,000 tested, 0.02% active; one-dose CPE inhibition, % at 10 µM; IC50 in µM for titrated hits; in the data active = a potency from the dose series; also: strong numbers were not always called active
Large T inhibition – TAg ATPase/helicase activity blockers – biochemical (AID 1903). SV40 large T antigen ATPase/helicase inhibition assay; higher % means a stronger effect. one-dose inhibition, % at 20 µM; IC50 in µM for titrated hits. 310,000 tested, 0.39% active; in the data active = a potency from the dose series; also: strong numbers were not always called active
NS5 inhibitors – flavivirus cap methylation enzyme inhibition – biochemical, confirmation dose response, primary screen (AID 588689); Dengue-2 NS5 methyltransferase capping enzyme assay, biochemical; higher % means a stronger effect; inhibition, % at 25 µM, or IC50 in µM where a hit was titrated; 340,000 tested, 0.3% active; in the data active = a potency from the dose series
CSM14.1 death rescue – rescue of cells from ER stress-induced death, primary screen, 384-well, CSM14.1, thapsigargin, ATP luminescence (AID 1222). 190,000 tested, under 10 active. cellular ATP content (survival), % at 20 µM, or EC50 in µM where a hit was titrated. CSM14.1 thapsigargin-induced death rescue, ATP luminescence; higher % means a stronger effect;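 active = EC50 below 50 µM in the dose-response confirmation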;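 also: death triggered by thapsigargin at about 15 µM added after 2 h compound pretreatment; cell ATP read after overnight thapsigargin exposure of roughly 18 to 22 hours; normalized against plate controls of thapsigargin alone and 5% DMSO vehicle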
WT yeast gro inh – growth inhibition of WT yeast, mitochondrial fusion screen. inhibition, % at 10 µM. AID 1362. mitochondrial fusion phenotypic screen, WT strain. 190,000 tested, 2.1% active; in the data active = inhibition above about 58%; tested in S. cerevisiae
XIAP displacement – XIAP antagonists, biochemical, IAP family, fluorescence polarization (AID 1018); 200,000 tested, 0.007% active; displacement, % at 20 µM, or IC50 in µM where a hit was titrated; XIAP BIR domain, fluorescence polarization peptide displacement; higher % means a stronger effect; in the data active = displacement above about 50%; also: a part of the inactive calls stands beside numbers as strong as those of hits
RSV antiviral HEp-2 – inhibition of RSV-induced cytopathic effect – HEp-2 cells, primary 10 µM value included (AID 2391); HEp-2 cells, RSV-induced CPE inhibition; higher % means a stronger effect; CPE inhibition, % at 10 µM; hits with a dose series show IC50 in µM; 310,000 tested, 0.13% active; in the data active = a potency from the dose series; also: strong numbers were not always called active
UTI89 phage lysis – inhibition of K1F phage lysis, E. coli UTI89, bacterial capsule biogenesis inhibitors, alamar blue (AID 488966); E. coli UTI89 K1F phage lysis, alamar blue, 2 h; higher % means a stronger effect; inhibition, % at 100 µM; hits with a dose series show IC50 in µM; 340,000 tested, 0.02% active;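 active = phage lysis inhibition, versus mean bacterial control, above a set limit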;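 also: capsule biogenesis inhibitors block K1F phage lysis so surviving cells raise fluorescence; higher fluorescence means more inhibition of phage lysis; actives were called in the ten point dose series up to 300 µM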
Yfh1-depleted yeast – enhancers of respiration in Yfh1-depleted yeast, dose response, Friedreich's ataxia, plus single-dose screen (AID 1465). 220,000 tested, 0.074% active. fold induction at 50 µM; hits with a dose series show EC50 in µM. S. cerevisiae Yfh1-off respiration, WST-1 reduction, 72 h; higher fold induction means a stronger effect;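 active = fold induction of absorbance versus untreated yeast above a set limit, then at least 30% activation at any dose in follow-up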;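 also: activators that raise dye reduction in frataxin-depleted yeast; strong numbers were not always called active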
WT yeast gro inh mutant strain – recorded beside WT yeast gro inh, whose call it bears; inhibition, %; mitochondrial fusion phenotypic screen, mutant strain inhibition
NS5 inhibitors pilot replicate – further read-out of NS5 inhibitors, marked with its call; inhibition, %; measured here: pilot screen replicate inhibition
Numbers without * were called inactive; i = inactive; · = no result given; [ ] = remark or other dose.

SMILES | West Nile virus CPE | Large T inhibition | NS5 inhibitors | CSM14.1 death rescue | WT yeast gro inh | WT yeast gro inh mutant strain | XIAP displacement | RSV antiviral HEp-2 | UTI89 phage lysis | Yfh1-depleted yeast | others
COc1ccc(N(C(=O)c2snc(C(N)=O)c2N)C(C(=O)NC2CCCC2)c2cc(OC)ccc2OC)c(OC)c1 (stereo unspecified) | -1.1% | -11% | -1% | · | · | · | · | 0.2% | 0.4% | ·
Cc1ccc(NC(=O)COC(=O)c2cccc(N3C(=O)c4ccccc4C3=O)c2)cc1 | 0.2% | 13% | -8% | · | · | · | · | -0.4% | -0.3% | i
O=C(NCC1CC1)C1(C(F)(F)F)CC(CCc2ccccc2)CCCO1 (stereo unspecified) | -1.1% | 13% | -5% | · | · | · | · | 0.4% | -0.2% | i
CSc1ccc(CCNC(=O)CN2C(=O)CCSc3ccccc32)cc1 | -0.5% | 10% | 5% | · | · | · | · | 3.4% | 0.0% | ·
CSCCC(NC(=O)COc1ccccc1)C(=O)N(C)CC(=O)Nc1c(C)cccc1C (stereo unspecified) | · | 4% | -1% | · | · | · | · | 0.3% | 0.7%[50 µM] | ·
C/C(Cn1nc([N+](=O)[O-])cc1C)=N\NC(=O)COc1ccccc1[N+](=O)[O-] | -0.3% | -14% | 0% | -3.6% | 0 | -17 | -4.6% | -0.8% | 0.3% | i
CCN(CC)S(=O)(=O)c1ccc2[nH]cc(C(=O)NCCc3ccccc3)c(=O)c2c1 | 2.0% | 11% | -6% | · | -8 | 0 | -1.0% | 0.2% | 0.1% | i
CC(=O)Nc1ccc(NC(=O)C(C)OC(=O)CCc2c[nH]c3ccccc23)cc1 (stereo unspecified) | · | 10% | -1% | · | · | · | · | -0.4% | 0.8%[50 µM] | ·
Cc1cc2nc3n(c2cc1C)CC1CC(C(=O)NCc2ccco2)N(C)C31 (stereo unspecified) | -0.6% | 3% | 0% | · | · | · | · | 0.4% | 0.4% | i
COc1nc(-c2ccc(C)cc2)ccc1-c1noc(-c2cccnc2)n1 | 0.6% | · | -10% | -0.5% | · | · | -0.4% | 39% | 0.0% | i
NC(=O)COc1ccc(NC(=O)CC23CC4CC(CC(C4)C2)C3)cc1 | -0.6% | 13% | 1% | · | · | · | · | 0.9% | 0.1% | ·
CCOC(=O)c1sc(=S)n(-c2ccccc2Cl)c1SC | -0.2% | 1% | -1% | -1.6% | 22 | 18 | -3.9% | 8.6% | -0.8% | i
C=CCc1ccc(OCCOCCOc2ccc(C)cc2[N+](=O)[O-])c(OC)c1 | -0.5% | 18% | -1% | -8.7% | 36 | 24 | 0.3% | 2.1% | -0.1% | i
COc1ccc(NC(=O)CSc2nc3ccccc3c(=O)n2CCCN2CCCCC2)c(OC)c1 | · | 11% | -2% | -0.5% | 0 | 0 | -4.5% | 1.3% | 2.9% | ·
COc1ccc(-n2cc([N+](=O)[O-])c(=O)c3ccc(Cl)cc32)cc1 | · | 4% | -2% | · | · | · | · | 1.3% | 0.7% | ·
Cc1nc2c(C(=O)N3CCOCC3)cnn2c(C)c1Cc1cccc(Cl)c1 | · | 6% | · | -1.3% | -14 | -19 | 0.0% | -0.3% | · | ·
Cn1c(O)c(N=Nc2ccccc2)c2ccccc21 | -0.6% | 10% | -3% | · | · | · | · | 12% | 0.5% | ·
CCNS(=O)(=O)c1ccc(NC(=O)Cn2cc([N+](=O)[O-])cn2)cc1 | -0.1% | 6% | -5% | -0.3% | -22 | 10 | -8.2% | 3.6% | -3.0% | i
COC(=O)c1cc(NC(=O)Cn2c(=O)cnc3ccccc32)cc(C(=O)OC)c1 | 0.1% | 24% | -13% | -0.2% | -1 | 12 | -30% | 2.2% | 0.3% | i
Cc1ccc2c(c1)[C@H]1[C@H](CO2)[C@H](c2ccccc2)[C@]2(C)C(=O)Nc3cc(Cl)ccc3C(=O)N12 | · | -4% | -5% | · | · | · | · | -2.7% | 0.8% | ·
O=C(CN1CCc2ccccc21)NC(=O)NCc1ccccc1 | -0.9% | 4% | -10% | -1.1% | -3 | -6 | -2.5% | 1.1% | -1.1% | i
C/C(=N\NC(=O)CC1N=C(Cc2ccccc2)NNC1=O)c1ccncc1 (stereo unspecified) | 0.4% | 1% | 5% | · | · | · | · | 0.3% | 0.3% | i
CCCCCCC(C)n1[nH]c(=O)c2c(C)cc(C)nc21 (stereo unspecified) | 0.0% | 28% | -2% | · | · | · | · | 6.6% | 0.4%[50 µM] | i
Cc1ccc(C(=O)Nc2ccc(C(=O)N/N=C/c3c[nH]c4ccccc34)cc2)cc1 | -0.2% | 11% | -3% | 1.7% | -1 | 12 | -3.8% | 19% | 3.9% | i
COc1cc2c(cc1OC)/C(=C/C(=O)c1cccc([N+](=O)[O-])c1)NCC2 | 0.0% | 3% | 7% | · | · | · | · | 0.8% | -0.2% | ·

3 structures from above, ordered by SMILES length, largest number first:
SMILES | West Nile virus CPE | Large T inhibition | NS5 inhibitors | CSM14.1 death rescue | WT yeast gro inh | WT yeast gro inh mutant strain | XIAP displacement | RSV antiviral HEp-2 | UTI89 phage lysis | Yfh1-depleted yeast | others
CCNS(=O)(=O)c1ccc(NC(=O)Cn2cc([N+](=O)[O-])cn2)cc1 | -0.1% | 6% | -5% | -0.3% | -22 | 10 | -8.2% | 3.6% | -3.0% | i
O=C(NCC1CC1)C1(C(F)(F)F)CC(CCc2ccccc2)CCCO1 (stereo unspecified) | -1.1% | 13% | -5% | · | · | · | · | 0.4% | -0.2% | i
CSc1ccc(CCNC(=O)CN2C(=O)CCSc3ccccc32)cc1 | -0.5% | 10% | 5% | · | · | · | · | 3.4% | 0.0% | ·

Random excerpt: 2 compounds from above
SMILES | West Nile virus CPE | Large T inhibition | NS5 inhibitors | CSM14.1 death rescue | WT yeast gro inh | WT yeast gro inh mutant strain | XIAP displacement | RSV antiviral HEp-2 | UTI89 phage lysis | Yfh1-depleted yeast | others
Cc1ccc2c(c1)[C@H]1[C@H](CO2)[C@H](c2ccccc2)[C@]2(C)C(=O)Nc3cc(Cl)ccc3C(=O)N12 | · | -4% | -5% | · | · | · | · | -2.7% | 0.8% | ·
O=C(NCC1CC1)C1(C(F)(F)F)CC(CCc2ccccc2)CCCO1 (stereo unspecified) | -1.1% | 13% | -5% | · | · | · | · | 0.4% | -0.2% | i

The listing picks up with the 2 entries that preceded the break.
SMILES | West Nile virus CPE | Large T inhibition | NS5 inhibitors | CSM14.1 death rescue | WT yeast gro inh | WT yeast gro inh mutant strain | XIAP displacement | RSV antiviral HEp-2 | UTI89 phage lysis | Yfh1-depleted yeast | others
Cc1ccc(C(=O)Nc2ccc(C(=O)N/N=C/c3c[nH]c4ccccc34)cc2)cc1 | -0.2% | 11% | -3% | 1.7% | -1 | 12 | -3.8% | 19% | 3.9% | i
COc1cc2c(cc1OC)/C(=C/C(=O)c1cccc([N+](=O)[O-])c1)NCC2 | 0.0% | 3% | 7% | · | · | · | · | 0.8% | -0.2% | ·
CC(CN1CCOCC1)(NS(=O)(=O)c1ccccc1)c1ccccc1 (stereo unspecified) | -0.3% | 1% | -1% | · | -7 | -1 | -6.8% | 0.1% | 3.1% | i
Cc1c(C(C)(C)C)sc(=NC(=O)c2ccccc2O)n1C | -1.0% | 2% | -14% | · | · | · | · | 12% | -0.9%[50 µM] | ·
O=c1n(-c2ccccc2)c(=O)n(Cc2ccccn2)n1Cc1ccccn1 | -0.2% | 4% | -2% | -2.7% | 12 | 11 | -4.2% | 3.9% | -0.6% | ·
CC1CCCCC12NC(=O)N(CC(=O)NC(=O)NCc1ccco1)C2=O (stereo unspecified) | -0.1% | 4% | 0% | -1.5% | -1 | 2 | -22% | 0.9% | 0.0% | i | NS5 inhibitors pilot replicate=2.4
Cc1ccn(CCC(=O)N2CCCC(CCC(=O)NCc3ccc(F)c(F)c3)C2)n1 (stereo unspecified) | -0.5% | -3% | 0% | 0.2% | 6 | 14 | -3.8% | 0.6% | 0.8% | i
Cc1cccc(N2C(=O)CC(Sc3nc(C)cc(C)n3)C2=O)c1 (stereo unspecified) | 0.2% | 3% | 5% | 1.2% | 10 | 10 | -11% | 3.2% | 2.2% | i
O=c1[nH]cnc2c1c(-c1ccccc1)cn2-c1ccccc1 | 2.5% | 8% | -7% | · | · | · | · | 7.2% | 0.1% | ·
c1ccc2[nH]c(CCCc3nc4ccccc4[nH]3)nc2c1 | 0.1% | 12% | 2% | · | · | · | · | 2.7% | -1.6% | ·
COc1ccc(C(C(=O)NC(C)(C)C)N(CC2CCCO2)C(=O)CCC(=O)Nc2cc(C)on2)cc1 (stereo unspecified) | 0.1% | -2% | -4% | -0.5% | 3 | 21 | -6.3% | 3.2% | 1.6% | i
Clc1ccc(SCc2cn3ccccc3n2)cc1 | -0.5% | 2% | -3% | -1.8% | 52 | 23 | -7.1% | -0.5% | 2.3% | i
CC1CCN(CCCNC(=O)c2ccc3c(=O)n(CCc4ccccc4)c(=O)[nH]c3c2)CC1 | 1.1% | 10% | 6% | -2.1% | -3 | 7 | -2.3% | -1.1% | 0.9% | i
CC(C)CC(NC(=O)c1ccc(Cl)cc1)C(=O)OCC(=O)c1ccc2c(c1)NC(=O)CO2 (stereo unspecified) | 0.3% | 9% | -13% | 3.0% | -6 | -3 | -10% | -1.4% | 4.2% | i
Cc1ccc(C(C(=O)NCc2ccco2)N(CC2CCCO2)C(=O)Cn2nnc3ccccc32)cc1 (stereo unspecified) | -0.4% | -1% | -10% | -4.2% | -4 | -11 | -4.0% | 1.9% | 0.2% | i
O=C1C2C3C=CC(C3)C2C(=O)N1/N=C/c1cn(Cc2ccccc2)c2ccccc12 (stereo unspecified) | -0.2% | 9% | -10% | -0.8% | -21 | -43 | -6.8% | 1.0% | 0.4% | i
COc1ccc(C(=O)N(Cc2ccccc2)c2cccc(C)c2)c(OC)c1OC | -0.6% | 20% | 3% | · | · | · | · | 6.5% | -0.2% | ·
CCN=C1SCC(=O)N1c1ccc(OC)cc1 | -0.2% | 3% | -2% | -1.0% | 2 | 14 | -1.8% | 0.9% | 0.6% | i
O=C(CSCc1c(Cl)cccc1Cl)Nc1cccnc1 | 0.2% | 2% | -1% | -1.2% | 1 | -7 | 2.7% | 1.8% | -0.2% | i
CN1C(=O)/C(=C/c2ccc(OC(=O)c3ccco3)cc2)SC1=S | -0.7% | 3% | 2% | · | · | · | · | 5.1% | 0.2% | ·
O=C(O)C(CCCCN1C(=O)c2ccccc2C1=O)N1C(=O)c2ccccc2C1=O (stereo unspecified) | -0.4% | 7% | 6% | -0.4% | -3 | 11 | -3.6% | 2.4% | 1.7% | i
Cc1ccc(CNC(=O)C2CCCN2C(=O)Nc2ccccc2)cc1 (stereo unspecified) | 0.8% | 6% | -3% | · | · | · | · | 1.8% | -1.3% | ·
COc1ccc(-n2c(SCC(=O)NCC3CCCO3)nc3c(c2=O)SC(C)C3)cc1 (stereo unspecified) | 0.1% | -8% | -3% | · | · | · | · | -0.3% | 0.3% | ·
O=C(CCNS(=O)(=O)c1cccc2nsnc12)NCc1ccc(F)cc1 | -0.4% | 6% | -3% | -2.3% | 5 | 17 | -5.4% | 1.0% | -1.7% | i
NC(=S)N/N=C1\CC(n2nnnc2-c2ccccc2)C2COC1O2 (stereo unspecified) | 0.2% | 12% | -20% | · | · | · | · | 0.7% | -0.4% | i
O=C(NCc1ccccc1)C1CCCN(S(=O)(=O)c2cccnc2)C1 (stereo unspecified) | -0.3% | 9% | -7% | 0.1% | -4 | -4 | -2.0% | 0.7% | -0.4% | i

Screens (PubChem BioAssay)
